PKA-R2B act – activators of human PKA-R2B complex. activation, % at 11.4 µM. AID 504700. actives 0.079% (n = 340,000). PKA-R2B holoenzyme dissociation, Cy5-IP20 fluorescence polarization; R2B truncated from residue 108, S112A mutant; 0% DMSO only, 100% 113 µM cGMP. P22694+P31323;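 active = activation above a cutoff set at the mean over all compounds plus 3 SD, cut at about 18% in these data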;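 note: higher means more holoenzyme dissociation and a rise in polarization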
SR-BI uptake up – activators of SR-BI mediated HDL lipid uptake | CHO ldlA[mSR-BI] cells, DiI-HDL uptake fluorescence, 3 h; 100 = double the neutral-control signal | activation, % at 12.5 µM | actives 0.096% (n = 320,000) | AID 504775;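 active = mean replicate activation of at least 60% and every replicate at or above 60%; inconclusive = mean or all-replicate condition met, but not both; inactive = mean below 60% and not all replicates reaching 60%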;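 note: 0% = median plate neutral-control signal and 100% = twice that signal; values of inactives mirror those of a sister screen read the other way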
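Material – SR-BI-overexpressing, LDLR-lacking CHO cells · Medium – BSA-supplemented, HEPES-buffered Ham's F12, pH 7.4 · Doses – single concentration · Times – compound with DiI-HDL co-incubation, 3 h at 37 °C · Measured by – bottom-read fluorescence, 550/595 nm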
LANA DNA inh – KSHV C-LANA DNA binding inhibition; MBP-C-LANA/FAM-LBS DNA binding, fluorescence polarization; inhibition, % at 9 µM; actives 0.078% (n = 340,000);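 active = highest replicate inhibition at or above 60% at 9 µM, even if other replicates fall short; inactive = all replicates below 60% inhibition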;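 note: 0% = neutral control wells and 100% = 4 µM acridine orange control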
DAGLB inhibitor – diacylglycerol lipase beta (human) inhibition. Q8NCG7. HEK293T DAGLB membrane lysate, EnzChek fluorogenic substrate. inhibition, % at 5.17 µM. actives 0.059% (n = 340,000); in the data active = inhibition above about 34%;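 note: 0% = enzyme with vehicle and 100% = wells lacking enzyme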
RTF Ca sens inh – cardiac RTF calcium desensitization; P19429+P45379; IANBD-labeled cardiac RTF, Ca2+ fluorescence; inhibition, % at 7.15 µM; actives 0.12% (n = 340,000); AID 493244;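 active = inhibition above the mean inhibition of all tested compounds plus 3 SD, cut at about 17% in these data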;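 note: assay run at fixed EC70 calcium of 1.6 mM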
SR-BI DiI inh – blocks mouse SR-BI lipid uptake from DiI-HDL. Q61009. ldlA[mSR-BI] CHO cells, DiI-HDL uptake fluorescence, 3 h. inhibition, % at 12.5 µM. actives 0.96% (n = 320,000). AID 488896;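 active = mean replicate inhibition of at least 70% and a set share of replicates each scoring 70 or more; inconclusive = meets just one of the two criteria; inactive = fails both criteria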;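 note: 0% = median of neutral control wells and 100% = median of positive control wells; values of inactives mirror those of a sister screen read the other way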
PvdQ acylase – blocks Pseudomonas aeruginosa PvdQ acylase activity | purified PvdQ acylase, fluorescence plate reader | inhibition, % at 10 µM | actives 0.063% (n = 340,000) | AID 488965; in the data active = inhibition above about 30%, passing the limit was not always enough; inconclusive = no clear call, values can overlap the other calls;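 note: 0% = vehicle neutral wells and 100% = reference inhibitor wells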
Arr AP2 block – human beta-arrestin and AP2 interaction inhibition; FITC-arrestin peptide / GST-AP2 beads, flow cytometry; AP2 beta2 appendage carries R879A mutation; inhibition, % at 10 µM; actives 0.31% (n = 340,000);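 active = inhibition above a set limit, near 3 SD of compounds lacking own fluorescence, cut at about 54% in these data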;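 note: plate controls were DMSO wells for no effect and 5 µM unlabelled arrestin peptide for full effect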
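System: GST-AP2 R879A glutathione beads; medium: PBS, Tween 20 0.05%, BSA 0.1%; reagent: fluorescein-tagged arrestin peptide at 50 nM final; schedule: pre-incubation 12 min, peptide binding 1 h, room temperature; detection: flow cytometry, FL1 (488/535 nm); read-out: inhibition as reduced fluorescein signal on beads, percent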
Keap1-Nrf2 PPI – Keap1-Nrf2 (human) interaction inhibition; Q14145; Keap1 Kelch-Nrf2 peptide fluorescence polarization, 1536-well; inhibition, % at 9.4 µM; actives 0.15% (n = 340,000); AID 504523; in the data active = inhibition above about 12%; inconclusive = no clear call, values can overlap the other calls; inactive = below about 7.3%;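 note: human Keap1 Kelch domain with fluorescein labeled Nrf2 9mer peptide probe; 0% = neutral control wells and 100% = peptide positive control; higher means more block of Keap1 binding to Nrf2 peptide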
NSD2 HMT inh – NSD2 (human) methyltransferase inhibition. NSD2 peptide methylation, AlphaScreen, 120 min. inhibition, % at 12.5 µM. O96028. actives 0.54% (n = 310,000); in the data active = inhibition above about 50%
Target sequence (O96028 whole entry, looked up): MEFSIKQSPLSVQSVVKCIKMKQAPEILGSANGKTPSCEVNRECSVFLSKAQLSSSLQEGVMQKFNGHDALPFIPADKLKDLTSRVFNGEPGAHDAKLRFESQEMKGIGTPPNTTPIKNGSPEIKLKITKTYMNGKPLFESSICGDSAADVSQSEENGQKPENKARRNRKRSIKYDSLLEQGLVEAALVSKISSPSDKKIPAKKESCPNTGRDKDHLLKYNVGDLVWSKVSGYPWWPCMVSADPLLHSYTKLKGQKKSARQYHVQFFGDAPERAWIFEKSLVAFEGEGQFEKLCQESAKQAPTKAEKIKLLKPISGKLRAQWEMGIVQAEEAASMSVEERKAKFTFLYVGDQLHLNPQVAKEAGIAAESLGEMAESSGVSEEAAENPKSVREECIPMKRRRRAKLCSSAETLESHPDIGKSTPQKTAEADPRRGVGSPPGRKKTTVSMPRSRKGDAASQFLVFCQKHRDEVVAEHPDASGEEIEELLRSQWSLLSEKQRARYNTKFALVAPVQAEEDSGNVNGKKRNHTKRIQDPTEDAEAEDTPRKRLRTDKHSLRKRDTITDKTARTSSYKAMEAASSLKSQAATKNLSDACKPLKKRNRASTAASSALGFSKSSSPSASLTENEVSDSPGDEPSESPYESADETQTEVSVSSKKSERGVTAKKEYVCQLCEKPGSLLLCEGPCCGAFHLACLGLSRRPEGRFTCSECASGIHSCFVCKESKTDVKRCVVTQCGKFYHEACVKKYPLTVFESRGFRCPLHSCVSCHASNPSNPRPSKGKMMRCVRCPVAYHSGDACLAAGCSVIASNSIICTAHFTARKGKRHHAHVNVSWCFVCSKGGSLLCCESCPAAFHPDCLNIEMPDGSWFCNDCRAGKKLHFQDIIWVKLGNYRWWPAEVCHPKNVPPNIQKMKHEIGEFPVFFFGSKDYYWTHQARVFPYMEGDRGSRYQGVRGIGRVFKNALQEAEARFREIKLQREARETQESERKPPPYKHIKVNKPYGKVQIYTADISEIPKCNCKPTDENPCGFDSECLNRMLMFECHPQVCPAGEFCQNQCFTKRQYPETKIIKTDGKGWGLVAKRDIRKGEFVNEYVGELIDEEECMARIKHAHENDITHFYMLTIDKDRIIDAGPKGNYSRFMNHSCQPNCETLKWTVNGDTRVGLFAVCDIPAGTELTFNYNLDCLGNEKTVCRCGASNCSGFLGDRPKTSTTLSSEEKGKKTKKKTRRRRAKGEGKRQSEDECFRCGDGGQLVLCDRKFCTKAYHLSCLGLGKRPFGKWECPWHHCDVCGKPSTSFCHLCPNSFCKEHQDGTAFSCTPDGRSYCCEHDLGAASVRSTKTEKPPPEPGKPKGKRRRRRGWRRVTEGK
* hit, by the source's call; ? = inconclusive; nt = no result given.

Sample of the layout:
SMILES	PKA-R2B act	SR-BI uptake up	LANA DNA inh	DAGLB inhibitor	RTF Ca sens inh	SR-BI DiI inh	PvdQ acylase	Arr AP2 block	Keap1-Nrf2 PPI	NSD2 HMT inh
COc1ccnc(CN(C)C(=O)C2CCC(=O)N(Cc3cccc(C(F)(F)F)c3)C2)c1 (centres undefined)	0	-21	-0.4	0	1	21	0	-6	-1	-1
COc1cccc(NC(=O)Cc2ccccc2)c1	1	-40	-0.2	0	0	40	-15	1	-6	nt
O=C(Cn1cnc2ccccc2c1=O)Nc1ccc2c(c1)CCC2	-8	-3	0.2	-6	-6	3	-9	-23	-1	1
Fc1ccc(-c2ccc3c(c2)C2CC3CCN2Cc2ccc3c(c2)OCO3)cc1 (centres undefined)	9	-2	0.8	-9	-1	2	-8	29	3	nt
O=C(/C=C\Nc1ccccn1)c1ccccc1	-12	nt	-0.6	1	-3	nt	1	-10	-5	0
Cc1ccc(C)c(NC(=S)N2CCN(S(C)(=O)=O)CC2)c1	3	-2	-0.6	0	-2	2	-16	-14	-1	0
CC(C)CCNc1ncnc2c1nnn2Cc1ccccc1	-5	8	1.6	0	3	-8	-7	6	-2	25
Nc1nc(=S)n(-c2ccccc2)[nH]1	-2	13	0.8	1	8	-13	-10	1	-1	-3
O=C(O)CCc1cccnc1	-4	18	0.0	-2	-6	-18	6	-5	2	1
CCOc1ccccc1NC(=S)N1CCC(NC(=O)c2ccco2)CC1	6	1	1.1	2	12	-1	0	-11	1	1
O=C(c1ccccc1NS(=O)(=O)c1ccccc1[N+](=O)[O-])N1CCOCC1	-10	28	-0.4	2	2	-28	4	32	-2	-2
COc1ccc(-c2ccc(-c3noc(-c4cccc(OC)c4)n3)c(OC)n2)cc1	-5	-35	1.5	3	-5	35	-3	0	3	nt

Results, previewed entries included:
SMILES	PKA-R2B act	SR-BI uptake up	LANA DNA inh	DAGLB inhibitor	RTF Ca sens inh	SR-BI DiI inh	PvdQ acylase	Arr AP2 block	Keap1-Nrf2 PPI	NSD2 HMT inh
COc1ccnc(CN(C)C(=O)C2CCC(=O)N(Cc3cccc(C(F)(F)F)c3)C2)c1 (centres undefined)	0	-21	-0.4	0	1	21	0	-6	-1	-1
COc1cccc(NC(=O)Cc2ccccc2)c1	1	-40	-0.2	0	0	40	-15	1	-6	nt
O=C(Cn1cnc2ccccc2c1=O)Nc1ccc2c(c1)CCC2	-8	-3	0.2	-6	-6	3	-9	-23	-1	1
Fc1ccc(-c2ccc3c(c2)C2CC3CCN2Cc2ccc3c(c2)OCO3)cc1 (centres undefined)	9	-2	0.8	-9	-1	2	-8	29	3	nt
O=C(/C=C\Nc1ccccn1)c1ccccc1	-12	nt	-0.6	1	-3	nt	1	-10	-5	0
Cc1ccc(C)c(NC(=S)N2CCN(S(C)(=O)=O)CC2)c1	3	-2	-0.6	0	-2	2	-16	-14	-1	0
CC(C)CCNc1ncnc2c1nnn2Cc1ccccc1	-5	8	1.6	0	3	-8	-7	6	-2	25
Nc1nc(=S)n(-c2ccccc2)[nH]1	-2	13	0.8	1	8	-13	-10	1	-1	-3
O=C(O)CCc1cccnc1	-4	18	0.0	-2	-6	-18	6	-5	2	1
CCOc1ccccc1NC(=S)N1CCC(NC(=O)c2ccco2)CC1	6	1	1.1	2	12	-1	0	-11	1	1
O=C(c1ccccc1NS(=O)(=O)c1ccccc1[N+](=O)[O-])N1CCOCC1	-10	28	-0.4	2	2	-28	4	32	-2	-2
COc1ccc(-c2ccc(-c3noc(-c4cccc(OC)c4)n3)c(OC)n2)cc1	-5	-35	1.5	3	-5	35	-3	0	3	nt
Cc1ccnc(NS(=O)(=O)c2ccc(NC(=O)C3CCCNC3=O)cc2)n1 (centres undefined)	-1	18	-0.7	1	-4	-18	-5	0	0	nt
CCOc1ccccc1CNC(=O)CCCc1cn(C)c2ccccc12	13	-22	1.8	-6	-12	25	-18	-2	1	nt
Cc1ccccc1Cn1c(NC2CCCC2)nc2c1c(=O)[nH]c(=O)n2C	-5	-4	-6.2	3	4	4	-5	-24	0	-2
O=C(NCc1cccnc1)Nc1ccccc1F	4	-7	-1.6	0	-28	7	-12	4	1	22
COC(=O)c1ccc(/C=N/Nc2nc3ccccc3[nH]2)cc1	1	-34	-1.4	1	-5	34	4	0	0	7
CC(C)(C)c1ccc(OCC(=O)NNC(=O)Nc2ccccc2)cc1	7	11	-1.5	-4	-4	-11	-20	-18	-4	-3
O=C(NCCN1CCOCC1)/C(=C/c1ccco1)NC(=O)c1ccccc1	2	6	-0.5	0	3	-6	5	21	-2	0
Cc1ccc(C(C#N)c2ccc3c(C(F)(F)F)cc(C(F)(F)F)nc3n2)cc1 (centres undefined)	-7	-74	-0.1	10	-3	?	-11	3	-3	5
CCOc1cc(NC(=S)Nc2ccccc2OC)c(OCC)cc1NC(=O)c1ccccc1C	-8	-87	-2.2	-5	3	87*	8	5	-3	nt
CCCc1nnc(NC(=O)CCC(=O)N2CCN(Cc3cc(Cl)ccc3OC)CC2)s1	-2	-71	0.0	2	-5	?	3	26	1	1
CCOc1ccc(NC(=O)NNC(=O)C(C)Oc2ccccc2OC)cc1 (centres undefined)	6	-8	-2.0	2	-3	8	-2	-4	5	-1
CC(=O)Nc1ccc(NC(=O)COc2ccccc2C(=O)Nc2cccc(Cl)c2Cl)cc1	-7	-63	-3.0	-2	-4	63	-5	0	-1	0
COc1ccc(C(C(=O)NC2CCCCC2)N(Cc2ccco2)C(=O)c2ccccn2)c(OC)c1 (centres undefined)	-4	nt	-1.8	5	-4	nt	-10	5	-1	1
COc1ccc(N2CCN(C(=S)Nc3ccc(S(N)(=O)=O)cc3)CC2)cc1	-6	-5	1.3	4	3	5	4	1	-3	2
O=C(CSc1ccc(-c2cccc([N+](=O)[O-])c2)nn1)N1CCCCCC1	-9	-21	-0.9	0	4	21	0	-5	-1	8
O=C(OCc1cccc(F)c1)c1cc2ccccc2cc1O	0	-8	2.2	-12	-1	8	-12	1	-4	1
COc1ccc(C(=O)N/C(=C\c2ccccc2)C(=O)NCc2cccnc2)cc1	-1	-3	0.3	-2	-6	3	5	4	-7	0
Cc1cccc(-n2c(O)c(C=NCCCN3CCOCC3)c3ccccc3c2=O)c1	-9	12	1.5	1	-6	-12	-14	-4	-1	0
CCC(C)[C@H](N)c1nnc(SCC(=O)c2ccc(Cl)cc2)o1 (some centres undefined)	4	41	-1.1	-5	-2	-41	-6	-4	-2	4
COc1ccc(-c2nc3ccc(C)cc3c(=O)o2)cc1OC	-16	-10	-0.6	-3	1	10	-6	9	-1	0
O=C1C2C3C=CC(C3)C2C(=O)N1c1ccccc1OS(=O)(=O)c1ccccc1 (centres undefined)	3	28	1.9	-3	1	-28	1	-11	2	-2
CC(=O)Nc1ccc(S(=O)(=O)N2CCCC3CCCCC32)cc1 (centres undefined)	-8	-20	-1.1	-1	-4	20	12	-2	-1	0
CCOC(=O)c1[nH]c(C)c(C(=O)OC(C)C(=O)Nc2ncc(Cl)cc2Cl)c1C (centres undefined)	-5	-9	-2.6	3	-4	9	-11	4	-3	2
CCN(CC)S(=O)(=O)c1cc(NC(=O)CN2C(=O)NC(C)(c3ccccc3)C2=O)ccc1C (centres undefined)	6	-20	0.4	-1	-14	20	-12	-3	-6	2
COc1c(C)cccc1C(=O)NCc1ccc2c(c1)OCO2	-6	12	0.8	-1	-12	-12	-20	6	-3	-2
COc1ccc(C(=O)CSc2ccc(-c3ccccc3)nn2)cc1	-12	10	2.2	-5	-14	-10	4	11	-6	-4
CCCCCCSc1cc(-c2nc3ccc(C)cn3c2NCc2ccccc2)ccc1OC	-8	-14	0.1	-11	-16	14	-22	5	-4	nt
CCCCNC(=O)c1ccc(/C=C2\Oc3ccccc3N(C)C2=O)cc1	-4	nt	0.3	-1	-3	nt	15	34	0	-1
CN(C)C(=O)C(=O)c1cccn1-c1cccc(Cl)c1C#N	7	0	-0.1	-3	1	0	10	6	-5	0
CCC12CN(S(=O)(=O)c3ccc(C)cc3)CC(CC)(CN(S(=O)(=O)c3ccc(C)cc3)C1)C2=O	-4	-6	-0.5	-9	1	6	-14	-12	-3	-2
Cc1ccc(C(=O)OCCN2CCN(c3ncc(C(F)(F)F)cc3Cl)CC2)cc1	7	-1	-0.1	-16	-3	1	6	22	-4	0
CC1(C)C(=O)OC(c2c(F)c(F)c(F)c(F)c2F)C2(CCCCC2)C1=O (centres undefined)	-13	-77	-0.1	-8	0	77*	0	-1	-3	-1
NC(=O)NOCc1ccccc1F	nt	12	1.2	nt	nt	-12	3	16	-5	0
CCOc1ncccc1C(=O)OCc1nnc(-c2ccccc2)o1	-6	-3	-1.3	-5	0	3	6	35	3	-5
Clc1ccccc1-c1nnc(-c2ccc3c(c2)OCO3)o1	-15	-11	0.0	-23	0	11	-18	5	-2	-1
COc1ccccc1C1=NOC(C(=O)N2CCN(C(=O)c3ccco3)CC2)C1 (centres undefined)	1	-39	0.0	3	-3	39	-6	-8	1	1
O=C(CCn1nc(-c2ccc(F)cc2)ccc1=O)NCc1ccccc1	-7	-4	0.3	-1	4	4	16	28	1	-3
C=CCNC(=O)c1ccccc1NC(=O)c1ccccc1N(C)S(C)(=O)=O	3	8	0.5	-2	-3	-8	-14	-4	-4	0
O=C1CSC(c2ccccc2F)N1c1cc(Cl)ccc1O (centres undefined)	-4	11	-0.1	18	2	-11	-16	-4	1	-1
COc1cccc(N2C(=O)Nc3ccc(Br)cc3C2(O)C(=O)NCCN(C)C)c1 (centres undefined)	3	-1	-0.9	-2	-2	1	5	1	?	23
Cc1ccccc1C1C(C#N)=C2N=C(N)c3c(sc4c3CCCCC4)N2C2=C1C(=O)CCC2 (centres undefined)	2	2	-0.6	3	-22	-2	5	21	0	-4
